Bioassay records as filed in PubChem BioAssay.
Furin inhibitor – human furin inhibitors, primary screen, biochemical, fluorescence intensity; purified furin, fluorogenic substrate cleavage; inhibition, % at 30 µM; 220,000 tested, 0.061% active; AID 463115, 2010; in the data active means inhibition above about 25%; further: inactives centre near -15
BaF3 tox – parental Ba/F3 cell viability inhibition, counter-screen for JAK2V617F inhibitor project, murine pro-B, CellTiter-Glo luminescence. inhibition, % at 5.6 µM. 220,000 tested, 1.1% active. CellTiter-Glo ATP luminescence;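 active means inhibition above a per-campaign cutoff, the mean inhibition of all tested compounds plus 3 SD, cut at about 27% in these data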;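 further: 0% = DMSO wells and 100% = JAK Inhibitor I control wells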
p97 inhibitor – inhibitors of human p97 ATPase, primary screen, biochemical; Transitional endoplasmic reticulum ATPase (Homo sapiens), P55072; recombinant p97 ATPase, Kinase-Glo ATP luminescence, 3 h; inhibition, % at 8 µM; 220,000 tested, 0.42% active; in the data active means inhibition above about 15%;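 further: 0% = DMSO vehicle and 100% = wells lacking enzyme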
NCF1 inh – p47phox/p22phox peptide binding inhibitors, primary screen, biochemical, uHTS, NADPH oxidase regulatory subunit. inhibition, % at 24.7 µM. Neutrophil cytosol factor 1 (Homo sapiens), P14598. 220,000 tested, 0.53% active. fluorescence polarization, 2 h. AID 1274, 2008;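 active means inhibition above about 30%, limit read from the data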;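 further: 0% = p47phox with labelled peptide and 100% = labelled peptide alone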
Target sequence (P14598 whole entry, looked up): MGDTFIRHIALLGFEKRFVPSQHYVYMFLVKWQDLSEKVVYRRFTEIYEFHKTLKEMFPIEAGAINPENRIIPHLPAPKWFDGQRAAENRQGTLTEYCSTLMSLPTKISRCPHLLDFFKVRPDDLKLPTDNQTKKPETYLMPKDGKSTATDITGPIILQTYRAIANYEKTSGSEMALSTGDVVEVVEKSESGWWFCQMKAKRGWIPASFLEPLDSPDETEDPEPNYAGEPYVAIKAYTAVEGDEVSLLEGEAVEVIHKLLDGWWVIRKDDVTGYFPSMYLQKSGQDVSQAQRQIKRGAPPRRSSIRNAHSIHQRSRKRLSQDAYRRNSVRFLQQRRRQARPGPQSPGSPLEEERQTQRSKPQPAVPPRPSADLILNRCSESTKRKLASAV
PGE2 EP2 inh – human EP2 receptor antagonists, primary screen, TR-FRET cAMP, C6 glioma cells. Prostaglandin E2 receptor EP2 subtype (Homo sapiens), P43116. C6 glioma cells expressing human EP2; cells stimulated with saturating PGE2. inhibition, % at 25 µM. 260,000 tested, 0.52% active;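 active means percent inhibition above 40 after rounding to a whole number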;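 further: rat C6 glioma host cells with rolipram phosphodiesterase inhibitor present; the protocol text gives 20 µM as final concentration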
Target sequence (P43116 whole entry, looked up): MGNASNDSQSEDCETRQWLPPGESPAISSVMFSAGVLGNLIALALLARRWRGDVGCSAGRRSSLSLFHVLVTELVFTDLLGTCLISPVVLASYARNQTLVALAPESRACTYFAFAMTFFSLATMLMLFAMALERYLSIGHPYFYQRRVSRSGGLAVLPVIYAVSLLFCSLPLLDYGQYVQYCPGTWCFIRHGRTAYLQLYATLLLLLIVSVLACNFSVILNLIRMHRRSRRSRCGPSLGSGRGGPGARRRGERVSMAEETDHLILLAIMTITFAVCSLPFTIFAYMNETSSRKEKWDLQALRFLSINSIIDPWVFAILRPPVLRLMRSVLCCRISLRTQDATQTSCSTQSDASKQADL
Tb hexokinase – Trypanosoma brucei hexokinase 1 inhibitors, primary screen, biochemical, G6PDH-coupled NADH absorbance, MLSCN library | hexokinase 1 [Trypanosoma brucei] | 220,000 tested, 0.11% active | recombinant TbHK1, G6PDH-coupled NADH A340 | inhibition, % at 10 µM;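 active means inhibition of 50% or more in the single-dose primary screen; inactive means inhibition below 50%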
RBBP9 inh – human RBBP9 inhibitors, primary screen, biochemical, fluorescence polarization, FP-Rh probe, HTS; 220,000 tested, 0.2% active; Serine hydrolase RBBP9 (Homo sapiens), O75884; recombinant RBBP9; inhibition, % at 7.94 µM;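 active means inhibition above the campaign mean of all tested compounds plus 3 SD, cut at about 14% in these data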;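 further: plate controls were DMSO wells with RBBP9 for no effect and wells lacking RBBP9 protein for full effect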
Target sequence (O75884 whole entry, looked up): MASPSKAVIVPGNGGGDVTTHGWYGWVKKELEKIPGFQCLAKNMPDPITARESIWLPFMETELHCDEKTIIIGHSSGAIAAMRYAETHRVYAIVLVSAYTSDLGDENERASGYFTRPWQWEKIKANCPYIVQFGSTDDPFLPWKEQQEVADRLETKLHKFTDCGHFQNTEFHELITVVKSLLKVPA
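System: RBBP9 protein / Quantity: 2.5 µM RBBP9 dispensing solution, before mixing / Also added: Serine-hydrolase probe FP-Rh, 375 nM pre-mixing / Dosing: 7.94 µM single dose, 0.794% DMSO / Timing: enzyme-compound preincubation 30 min, then probe labeling 45 min, 25 °C / Signal: FP readout at 525/598 nm / Controls: DMSO-treated enzyme wells and wells lacking RBBP9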
PPC-1+TRAIL kill – compounds killing PPC-1 cancer cells with TRAIL present, primary screen, TRAIL potentiator project, ATPLite luminescence, uHTS; PPC-1 cells + TRAIL, ATPLite viability luminescence; cell killing (% activity), % at 4 µM; 220,000 tested, 0.41% active; AID 1443, 2008;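 active means cell killing above 50% in the first pass at 4 µM, then a duplicate retest at 5 µM averaging 50% or more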;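 further: plate controls were cells with TRAIL plus DMSO for no effect and medium-only wells lacking cells for full effect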
Ba/F3 V617F tox – reduced viability of JAK2V617F-dependent Ba/F3 cells, primary screen, JAK2V617F inhibitor project, cell-based, Ba/F3 EpoR-JAK2V617F, luminescence | ATP luminescence | inhibition, % at 5.6 µM | 220,000 tested, 1.1% active | AID 1446, 2008;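 active means inhibition above the campaign mean plus 3 SD over all tested compounds, cut at about 24% in these data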;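 further: cytokine-independent growth of Ba/F3 cells driven by EpoR plus mutant JAK2; 0% = DMSO-treated cells and 100% = JAK inhibitor I control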
* = called active by the depositor; / = not tested or not shown; & = joins results of further samples; [ ] = dose if it differs, or a comment.

Letters: A = Furin inhibitor; B = BaF3 tox; C = p97 inhibitor; D = NCF1 inh; E = PGE2 EP2 inh; F = Tb hexokinase; G = RBBP9 inh; H = PPC-1+TRAIL kill; I = Ba/F3 V617F tox
> Cc1cccc(NS(=O)(=O)c2ccc3c(c2)Cc2cc(S(=O)(=O)Nc4cccc(C)c4C)ccc2-3)c1C
  A: -29; B: 8; C: 10; D: -16; E: 6; F: 14; G: -1; H: 8; I: 1

> CN(CC(=O)NCc1cccs1)S(=O)(=O)c1cccc2nsnc12
  A: -12; B: 4; C: 5; D: -4; E: 12; F: -6; G: 3; H: 10; I: 0

> CCCCN1C(=O)/C(=C2/C=CC=CN2C)SC1=S
  A: -2[20 µM]; B: 1; C: 1; D: -24; E: 13; F: -5; G: -2; H: 0; I: -4

> O=C(c1cc2nc(-c3ccco3)cc(C(F)(F)F)n2n1)N1CCCCCC1
  A: -12; B: 5; C: -7; D: -14; E: 1; F: -25; G: -9; H: 18; I: 2

> Cc1ccc(-c2cc(N)n[nH]2)cc1
  A: -31[20 µM]; B: 0; C: 3; D: -7; E: 4&2; F: -1; G: 2; H: 5; I: 2

> CNc1ccc(/C=C2\CSc3ccccc3C2=O)cc1[N+](=O)[O-]
  A: -12; B: 4; C: -4; D: -20; E: 4; F: 5; G: -9; H: 21; I: 3

> O=C1C2CCCN2C(c2cccs2)N1c1ccc(F)cc1 (stereo unspecified)
  A: -13; B: 3; C: 2; D: -6; E: 8; F: 3; G: -8; H: 6; I: 2

> COc1ccc(-n2cc3c(-c4cccc(Br)c4)nnc(C)c3n2)cc1
  A: -13; B: 7; C: -8; D: -80; E: 5; F: -5; G: -12; H: 13; I: 2

> O=C(Nc1ccccc1)c1ccc[nH]1
  A: -18; B: 2; C: 9; D: -9; E: 8; F: 2; G: -7; H: 11; I: -2

> Cc1nnc(SCC2=C(C(=O)O)N3C(=O)C(NC(=O)Cn4nc(C(F)F)cc4C)C3SC2)s1 (stereo unspecified)
  A: -14; B: 6; C: 2; D: -6; E: 2; F: 0; G: -7; H: 26; I: -2

> CCCC1S/C(=N/N=C/c2ccc(OC)cc2)N(Cc2ccc(OC)cc2)C1=O (stereo unspecified)
  A: 1[20 µM]; B: 10; C: 0; D: -10; E: 10; F: -5; G: -9; H: -3; I: -1

> CC(C)(C)c1nn2cnnc2n(/N=C/c2ccccc2)c1=O
  A: -5; B: 8; C: -3; D: -4; E: 14; F: -3; G: -5; H: 0; I: 5

> CC(C)c1nc(SCC(=O)c2ccccc2)c2c(=O)n(C)c(=O)n(C)c2n1
  A: -23; B: 5; C: 8; D: -13; E: 8; F: -6; G: -5; H: 27; I: -3

> CC(C)c1cc(C(=O)N2CCCC(C(=O)c3ccc4ccccc4c3)C2)on1 (stereo unspecified)
  A: -25; B: -5; C: -1; D: -3; E: 5; F: -10; G: -9; H: -10; I: -4

> CC1CCN(C(=S)c2ccc(O)cc2)CC1
  A: -34[20 µM]; B: 5; C: 5; D: 3; E: 9; F: -2; G: -1; H: 4; I: 0

> COc1ccc(C)cc1S(=O)(=O)N1CCOCC1
  A: -13; B: 5; C: 3; D: -11; E: 10; F: -1; G: -11; H: 13; I: -6

> Cc1ccc(C2(C(F)(F)F)N=C3Sc4cc(C)ccc4N3C(=O)N2)cc1 (stereo unspecified)
  A: -21[20 µM]; B: -4; C: 2; D: -7; E: /; F: -1; G: -6; H: 0; I: -8

> O=C(CCC(=O)Nc1ccccc1)NNS(=O)(=O)c1ccccc1[N+](=O)[O-]
  A: -19; B: 0; C: 3; D: 2; E: 4; F: -2; G: -6; H: 15; I: -3

> Cc1cccc(C(=O)NC2CCN(CC(=O)Nc3ccc4c(c3)OCO4)CC2)c1
  A: -10; B: 1; C: -1; D: -2; E: 8; F: 0; G: -12; H: 29; I: -1

> CCS(=O)(=O)c1ccc(O)c(NC(=O)CC2(CC(=O)O)CCCC2)c1
  A: 14; B: -2; C: 4; D: -1; E: 6; F: -8; G: -4; H: -2; I: -4

> O=C(CSc1ncnc2c1oc1ccccc12)Nc1ccccc1F
  A: -16; B: 4; C: -1; D: 11; E: 15; F: -14; G: -10; H: 9; I: -2

> CCc1nn(-c2cc(Oc3ccccc3)nc(-c3ccccc3)n2)c(N)c1C#N
  A: -11[20 µM]; B: 0; C: 6; D: 0; E: -1; F: 7; G: -6; H: 19; I: -3

> CCOc1ccccc1C(=O)NN1C(=O)C2CCCCC2C1=O (stereo unspecified)
  A: -22; B: 4; C: 4; D: -7; E: 9; F: -1; G: -2; H: 17; I: -3

> Cn1c(=O)[nH]c(=O)c2c1nc(N1CCCCCC1)n2CCCSc1nnnn1-c1ccccc1
  A: 0; B: 4; C: -3; D: -11; E: 9; F: 6; G: -6; H: 12; I: 2

> CCN1C/C(=C\c2cccc([N+](=O)[O-])c2)C(=O)/C(=C/c2cccc([N+](=O)[O-])c2)C1
  A: -16; B: 4; C: 5; D: -2; E: 12; F: 15; G: -7; H: 19; I: -2

Part of the list above, reformatted.
| SMILES | Furin inhibitor | BaF3 tox | p97 inhibitor | NCF1 inh | PGE2 EP2 inh | Tb hexokinase | RBBP9 inh | PPC-1+TRAIL kill | Ba/F3 V617F tox |
| --- | --- | --- | --- | --- | --- | --- | --- | --- | --- |
| CCCC1S/C(=N/N=C/c2ccc(OC)cc2)N(Cc2ccc(OC)cc2)C1=O (stereo unspecified) | 1[20 µM] | 10 | 0 | -10 | 10 | -5 | -9 | -3 | -1 |
| CC(C)(C)c1nn2cnnc2n(/N=C/c2ccccc2)c1=O | -5 | 8 | -3 | -4 | 14 | -3 | -5 | 0 | 5 |
| CC(C)c1nc(SCC(=O)c2ccccc2)c2c(=O)n(C)c(=O)n(C)c2n1 | -23 | 5 | 8 | -13 | 8 | -6 | -5 | 27 | -3 |

Later entries
Letters: A = Furin inhibitor; B = BaF3 tox; C = p97 inhibitor; D = NCF1 inh; E = PGE2 EP2 inh; F = Tb hexokinase; G = RBBP9 inh; H = PPC-1+TRAIL kill; I = Ba/F3 V617F tox
> COc1ccc(C(=O)N/N=C/c2cccc3cccnc23)cc1
  A: -4[20 µM]; B: -3; C: 1; D: -3; E: /; F: -27; G: -10; H: 32; I: -1

> CCOC(=O)NC(O)C(=O)c1cccs1 (stereo unspecified)
  A: -22; B: -3; C: 13; D: -7; E: 9; F: 4; G: 3; H: 14; I: -6

> C=CCC(CC=C)(NC(=O)c1ccccc1C)c1ccccc1
  A: -3[20 µM]; B: 0; C: 0; D: -5; E: 10; F: 3; G: -2; H: 10; I: -3

> Cc1ccc(S(=O)(=O)NCCc2cccs2)cc1
  A: -15; B: 0; C: 3; D: -3; E: 12; F: -6; G: -2; H: -3; I: -2

> COc1ccccc1OCC(=O)NCc1cccs1
  A: -16; B: 1; C: 10; D: 2; E: 12; F: 0; G: 4; H: 15; I: -7

> NC(=O)c1cccnc1Nc1cccc([N+](=O)[O-])c1
  A: -17; B: 1; C: 8; D: 0; E: 9; F: -6; G: -3; H: 2; I: -3

> COc1ccc(/C(=C/Nc2cccc(Br)c2)C(C)=O)cc1OC
  A: 8; B: 9; C: -7; D: -7; E: 6; F: -13; G: -13; H: 0; I: 9

> CC(C)C(=O)Nc1ncc(Cc2cccc(Cl)c2)s1
  A: -25; B: 9; C: 1; D: -19; E: 8; F: -4; G: -1; H: -12; I: 2

> Clc1cccc(-c2nnc3n2CCCCC3)c1
  A: -20; B: 11; C: -1; D: 4; E: 4; F: 12; G: -2; H: -3; I: 3

> COc1cc(/C=N/NC(N)=O)ccc1OCC(=O)N1C(C)CCCC1C (stereo unspecified)
  A: -28; B: -1; C: 4; D: 2; E: 5; F: -9; G: 1; H: 11; I: -3

> COc1ccc(C(=O)N2CCN(c3ncnc4c(-c5ccccc5)nsc34)CC2)cc1
  A: -1[20 µM]; B: -3; C: -1; D: -6; E: /; F: 2; G: -8; H: 8; I: -2

> CN(c1ccc(C(=O)NCc2cccnc2)cc1)S(C)(=O)=O
  A: -20[20 µM]; B: 4; C: -5; D: -9; E: 12; F: -2; G: -8; H: 10; I: 2

> CC(C)CCN1CCN(Cc2ccc3nsnc3c2)CC1CCO (stereo unspecified)
  A: -21; B: 2; C: -1; D: 0; E: 7; F: -7; G: -2; H: 20; I: 1

> COc1ccccc1-c1cc(C(F)(F)F)nc(N2CCCC2)n1
  A: -15; B: 4; C: -7; D: 13; E: 9; F: -3; G: -7; H: 22; I: 0

> O=C(Nc1ccccc1)c1ccc2snnc2c1
  A: -42; B: 8; C: 2; D: -10; E: 11&3; F: -1; G: -8; H: 4; I: 1

> CN(C)S(=O)(=O)c1ccc(N=Cc2c(C(F)(F)F)[nH]n(C)c2=O)cc1
  A: -22; B: 10; C: 2; D: 10; E: 10; F: 6; G: -3; H: -2; I: 1

> CCOC(=O)N1CCN(C(=O)C2CCN(c3ncnc4c3sc3cccc(F)c34)CC2)CC1
  A: -6; B: 41*; C: 5; D: -7; E: 32; F: -23; G: 6; H: -13; I: 44*

> CC1(C)Oc2ccc(C(=O)N3CCOCC3)cc2N(CC(=O)N2CCOCC2)C1=O
  A: -27; B: 3; C: 2; D: -7; E: 19; F: 0; G: -6; H: 10; I: 0

> CN(c1ccccc1)C(c1ccc(F)cc1)c1nnnn1C1CCCC1 (stereo unspecified)
  A: -14; B: 3; C: 1; D: -9; E: 2; F: 10; G: -3; H: 17; I: -1

> O=S(=O)(c1cccc2nsnc12)N1CCN(c2ccccc2F)CC1
  A: -14; B: 2; C: 1; D: -6; E: 6; F: 4; G: -5; H: -5; I: 1

> COc1ccc(N2C(=O)CCC(C(=O)NCc3cccnc3)C2c2ccc(OC)c(OC)c2)cc1 (stereo unspecified)
  A: -24[20 µM]; B: 1; C: 2; D: 200*; E: 11; F: -2; G: 0; H: 2; I: -2

> CCc1nnc(NS(=O)(=O)c2ccc(NC(=O)/C=C/c3ccc(OC)cc3OC)cc2)s1
  A: -10; B: 5; C: 0; D: -48; E: 2; F: -19; G: -8; H: 11; I: -3

> Cc1cccc(CCNC(=O)CC2C(=O)NCCN2Cc2ccc(F)c(F)c2)n1 (stereo unspecified)
  A: -34; B: 4; C: 4; D: 7; E: 4; F: 0; G: 0; H: 1; I: -1

> CCOc1cc(N2CCOCC2)c(OCC)cc1NC(=O)COc1ccc2ccc(=O)oc2c1
  A: -20; B: -1; C: 3; D: 2; E: 11; F: -8; G: -3; H: 6; I: -3

> CC(=O)c1c(C)[nH]c(C(=O)NCc2ccccc2)c1C
  A: -15[20 µM]; B: 1; C: 4; D: -1; E: 8; F: 2; G: -3; H: 2; I: -4

The list is partial. The share of hits here may be higher or lower than overall.
